# Efflux pump inh – blocks antifungal efflux pumps in multiplex yeast assay; S. cerevisiae Candida pump triplex, Nile Red efflux; inhibition, % at 10 µM; hit rate 0.44% among 330,000;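 active means plate passing quality check with inhibition over a set limit, or well fluorescence over plate mean plus 4 SD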;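 further: Nile Red retained in pooled yeast measured as flow cytometry median fluorescence; 0% = buffer negative control and 100% = Enniatin B positive control; higher means more Nile Red kept so more efflux inhibition; some compounds called inactive have numbers as strong as hits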
# PP5 inh – blocks human protein phosphatase 5 activity; purified PP5c, OMFP substrate fluorescence; inhibition, % at 6.7 µM; hit rate 0.18% among 320,000;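 active means inhibition above the campaign's mean inhibition across all tested compounds plus 3 SD, cut at about 9.5% in these data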;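 further: 0% = DMSO only and 100% = 100 µM cantharidin control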
# Target sequence (P53041 whole entry, looked up): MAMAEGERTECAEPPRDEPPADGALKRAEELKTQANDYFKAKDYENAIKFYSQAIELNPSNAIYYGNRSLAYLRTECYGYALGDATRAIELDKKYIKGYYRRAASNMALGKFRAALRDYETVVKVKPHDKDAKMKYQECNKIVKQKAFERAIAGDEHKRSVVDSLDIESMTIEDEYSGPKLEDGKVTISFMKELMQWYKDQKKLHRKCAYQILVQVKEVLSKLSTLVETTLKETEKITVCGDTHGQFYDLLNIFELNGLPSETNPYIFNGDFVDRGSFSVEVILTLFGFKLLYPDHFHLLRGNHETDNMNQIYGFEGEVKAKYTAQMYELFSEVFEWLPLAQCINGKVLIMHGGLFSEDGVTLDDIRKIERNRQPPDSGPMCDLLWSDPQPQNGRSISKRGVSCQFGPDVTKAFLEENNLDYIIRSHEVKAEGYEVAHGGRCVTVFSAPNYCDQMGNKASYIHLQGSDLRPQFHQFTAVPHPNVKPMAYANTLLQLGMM
# TPT1 inhibitor – inhibitors of Candida albicans tRNA 2'-phosphotransferase TPT1 | recombinant caTPT1, FP RNA substrate dephosphorylation | inhibition, % at 5 µM | hit rate 0.81% among 300,000;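 active means inhibition above the mean of all tested compounds plus 3 SD, set per screening campaign, cut at about 24% in these data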;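 further: plate controls were DMSO alone for no effect and ferristatin control at 100 nM for full effect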
# PP1 counter – PP1-alpha (human) inhibition in PP5 counter-screen | P62136 | purified PP1alpha, OMFP fluorescence | inhibition, % at 6.7 µM | hit rate 0.9% among 320,000;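 active means inhibition above the mean inhibition of all tested compounds plus 3 SD, computed separately for each screening campaign, cut at about 15% in these data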
# Target sequence (P62136 whole entry, looked up): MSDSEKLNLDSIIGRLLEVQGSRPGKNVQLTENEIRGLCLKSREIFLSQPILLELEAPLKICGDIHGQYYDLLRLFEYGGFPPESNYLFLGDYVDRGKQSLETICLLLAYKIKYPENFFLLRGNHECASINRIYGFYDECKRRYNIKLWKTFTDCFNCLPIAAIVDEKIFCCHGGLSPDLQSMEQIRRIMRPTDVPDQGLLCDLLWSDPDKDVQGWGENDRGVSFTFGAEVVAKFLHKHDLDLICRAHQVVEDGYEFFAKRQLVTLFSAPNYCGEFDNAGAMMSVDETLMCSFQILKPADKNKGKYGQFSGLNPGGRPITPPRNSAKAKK
# PREPL inhibitor – inhibitors of human prolyl oligopeptidase-like enzyme PREPL; recombinant PREPL, fluorescence polarization activity-based probe; hit rate 0.68% among 320,000; Q4J6C6; inhibition, % at 5.96 µM; AID 2751; in the data active means inhibition above about 43%;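 further: 0% = enzyme with DMSO and 100% = wells lacking enzyme; many of its hits are not listed in these tables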
# JMJD2C inh – human JMJD2C demethylase inhibition. hit rate 0.069% among 330,000. inhibition, % at 2.35 µM. GST-JMJD2C(1-420) H3K9me3 demethylation, DELFIA europium. AID 2099. Q9H3R0;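 active means more than half of a compound's replicate wells show inhibition beyond 50%, single wells judged on their own value; inconclusive means some, but no more than half, of replicates pass 50% inhibition; inactive means no replicate passes 50% inhibition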;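 further: signal counts dimethyl H3K9 product captured on neutravidin plate; 0% = median of DMSO wells and 100% = 0.3 times that DMSO median; strong numbers were not always called active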
# LYPLA2 inh – LYPLA2 (human) inhibition in PME1 counter-screen | O95372 | recombinant LYPLA2, FP-Rh probe fluorescence polarization | inhibition, % at 5.9 µM | hit rate 0.38% among 320,000 | AID 2177;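 active means inhibition above the screen-wide mean plus 3 SD, limit set per campaign, cut at about 26% in these data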;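 further: 0% = LYPLA2 with DMSO and 100% = wells lacking LYPLA2 enzyme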
# Target sequence (O95372 whole entry, looked up): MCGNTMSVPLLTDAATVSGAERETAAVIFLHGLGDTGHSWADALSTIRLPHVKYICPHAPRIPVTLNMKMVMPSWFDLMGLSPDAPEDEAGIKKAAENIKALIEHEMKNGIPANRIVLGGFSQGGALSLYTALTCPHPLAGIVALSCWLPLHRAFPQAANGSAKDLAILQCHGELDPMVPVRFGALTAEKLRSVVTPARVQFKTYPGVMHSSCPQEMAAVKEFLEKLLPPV
# CTSL1 counter – blocks F. hepatica cathepsin L1 in PFM18AAP counter-screen; AID 1906; hit rate 0.49% among 300,000; recombinant F. hepatica cathepsin L1, Z-Leu-Arg-MCA fluorescence; inhibition, % at 5.96 µM;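 active means inhibition above the mean of all tested compounds plus 3 SD, set per screening campaign, cut at about 17% in these data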;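 further: 0% = plate median of test compound wells and 100% = 1 µM Z-Phe-Ala-diazomethylketone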
# HCV core dimer – blocks dimerization of HCV core protein. inhibition, % at 5 µM. TR-FRET GST/Flag-core106 dimerization, 1536-well. hit rate 0.33% among 300,000. AID 1899;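 active means inhibition above the mean of all tested compounds plus 3 SD, set per screening campaign, cut at about 45% in these data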
#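 Test system: GST/Flag-tagged HCV core106 proteins; Medium: KF-containing HEPES buffer, pH 7.45, DTT, CHAPS, BSA; Times: compound-protein-antibody incubation 4 h at 22.5 °C; Detection: TR-FRET 671 and 617 nm emission; Benchmarks: wells lacking GST-core106 and wells with excess unlabelled core106.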
# * = called active by the depositor; ? = inconclusive; / = no result given. These rows are one share of the data; count on the stated rates, not on these rows.
no.	Structure	PP5 inh	PP1 counter	JMJD2C inh	HCV core dimer	PREPL inhibitor	CTSL1 counter	Efflux pump inh	LYPLA2 inh	TPT1 inhibitor
1	CN(Cc1nccs1)C(=O)c1ccc(OC2CCN(CCc3ccccc3)CC2)cc1	-0.2	-1.1	-1.5	1.4	13.8	-0.4	0.2	9.0	-1.2
2	CCOc1ccc(OCc2cccc(C(=O)O)c2)cc1	-1.4	-1.6	-3.2	-0.3	6.8	0.2	0.0	1.8	2.6
3	CC(=O)c1cccc(OCC(O)CNCC2COc3ccccc3O2)c1 (stereo not given)	1.5	-3.3	-1.0	-2.5	4.7	-1.3	2.7	-2.6	0.8
4	CSc1sc(C(=O)O)c(C)c1C(C)=O	0.3	-5.3	-5.2	-1.7	7.5	1.7	0.2	-3.1	-2.5
5	O=Cc1ccccc1-n1cncn1	-0.6	-3.7	-7.4	-4.1	22.2	4.0	0.0	-2.0	-1.0
6	CCS(=O)(=O)N1CCN(c2ccc([N+](=O)[O-])c(NCc3cccnc3)c2)CC1	-1.7	-3.2	-3.9	2.0	0.7	3.8	0.0	2.6	-2.4
7	S=c1[nH]ncn1NCc1cccc(Br)c1	4.6	-4.1	-2.6	-6.0	12.4	-0.8	0.4	-4.2	1.8
8	COc1ccc([N+](=O)[O-])cc1NC(=O)CN(C)S(=O)(=O)c1ccccc1	1.4	0.0	-4.9	-0.2	-4.5	0.8	0.0	-1.3	2.7
9	Cn1c(CNc2nc3ccccc3n2C)nc2ccccc21	1.7	-2.5	-3.7	1.0	1.0	-5.8	-0.2	2.2	0.5
10	CCCCN(C(=O)c1cccc(S(=O)(=O)N2CCCCC2)c1)C1CCS(=O)(=O)C1 (stereo not given)	-3.9	-1.6	2.9	-15.4	18.7	1.1	0.5	-3.9	1.2
11	CC(Oc1ccccc1)C(=O)NC1CCSc2ccccc21 (stereo not given)	-0.9	-0.5	0.6	/	-0.6	/	0.1	1.2	/
12	CCN1CCN(Cc2c(O)ccc3c(=O)c(-c4ccccc4OC)coc23)CC1	3.1	-1.1	-2.0	-4.4	-7.5	1.5	0.0	3.0	2.7
13	CC(=O)c1ccc(-c2ccc(C(=O)N3CCCc4ccccc43)o2)cc1	1.1	-1.0	3.5	7.7	-10.4	3.3	0.0	7.6	-0.5
14	CC(=O)Nc1cccc(O)c1	-0.2	0.4	11.3	/	2.4	/	-0.2	0.9	/
15	COc1ccc(C)cc1Nc1n[n+](C)c(-c2c3ccccc3cc3ccccc23)s1	2.4	4.8	-2.0	1.7	15.2	0.7	0.0	-1.3	15.2
16	CN(C)c1ccc(/C=C/C(=O)c2cc(Cl)ccc2O)cc1	0.8	0.6	7.1	7.3	38.5	3.4	-0.1	-11.8	39.8*
17	NC(=O)CCn1c(C(=O)c2ccc(Cl)cc2)c2ccccc2[n+]1[O-]	-0.2	2.1	?	-1.9	-8.1	-1.2	-0.3	-2.0	-3.3
18	CCSCCc1nnc(NC(=O)Nc2cccc(C(F)(F)F)c2)s1	0.2	2.5	-5.6	8.6	6.2	-1.5	-0.1	-18.0	1.9
19	COc1ccc(-c2oc3cc(O)c(OC)c(O)c3c(=O)c2OC)cc1	6.5	-1.6	/	0.0	1.4	-2.1	0.3	3.6	1.1
20	CNC(=O)[C@H]1O[C@@H](n2cnc3c(NCc4cccc(I)c4)nc(Cl)nc32)[C@H](O)[C@@H]1O	2.8	5.8	/	-12.4	-31.8	1.8	-0.1	-2.0	-3.0
21	CCOc1ccc(NC(=O)CCS(=O)(=O)c2ccc(Br)cc2)cc1	0.1	-5.6	2.1	-8.4	-9.6	6.5	0.1	9.7	-1.7
22	CCSc1nnc(Nc2ccc(C)cc2)s1	2.8	2.0	-3.6	-0.7	13.0	1.9	0.0	3.6	-3.1
23	COc1ccccc1NS(=O)(=O)c1cccc(NC(=O)NCCCl)c1	-0.6	-5.8	4.7	-3.0	-3.6	-2.8	0.4	2.3	2.3
24	CC(C)(C)SCCNC(=O)c1ccc(NS(C)(=O)=O)cc1	0.5	-1.1	6.7	-0.4	4.9	3.1	-0.1	1.5	0.4
25	CCC(C)OC(=O)C1=C(C)NC(=O)NC1c1ccc(F)cc1 (stereo not given)	3.8	-1.1	2.5	0.5	-5.8	3.8	0.0	3.6	1.4
26	O=S(=O)(/N=C(/NNS(=O)(=O)c1ccccc1)c1ccccc1)c1ccccc1	1.4	-2.8	-0.6	1.1	5.5	-5.9	0.4	-6.5	-4.3
27	CCN(CC)CCCN(Cc1cc2cc3c(cc2[nH]c1=O)OCO3)C(=S)Nc1ccccc1OC	0.3	-4.4	5.2	0.9	5.4	-4.1	0.4	-0.2	-10.7
28	O=C(/C=C/c1ccccc1)CC(O)(c1ccccc1)C(F)(F)C(F)F (stereo not given)	2.4	3.6	-8.5	-2.7	-9.8	7.8	-0.1	-16.4	-1.4
29	Cc1nc(N)sc1C(=O)Nc1ccccc1	-1.5	-6.5	7.3	1.9	-6.2	3.0	0.0	-5.8	-5.0
30	O=C(O)c1ccc(COc2ccc(CO)cc2Cl)cc1	-0.2	-3.5	3.3	2.9	-6.9	-0.7	0.1	-3.8	-0.4
31	COc1ccc(/C=C/C(=O)NCCN=C2NS(=O)(=O)c3ccccc32)cc1	-0.7	-2.5	-2.3	1.7	9.3	1.2	-0.1	3.6	-3.0
32	CCC(=C(c1ccc(OC)cc1)c1ccc(OC)cc1)c1cn(CC(O)CN(CCO)CCO)c2ccccc12 (stereo not given)	1.8	6.2	-20.4	-8.7	17.0	-1.6	0.2	1.0	-3.5
33	O=C(N/N=C/c1ccccn1)c1ccccc1	4.8	-1.1	3.6	-6.5	-7.2	1.2	-0.1	-5.3	-2.2
34	COc1cccc(/C=N/NC(=O)c2c(C)nc3ccc(Cl)cn23)c1OC	0.0	2.2	-2.2	-5.9	-4.7	2.6	-0.1	2.5	-0.4
35	CC1CCCN(C(=O)CSc2nnc(-c3c[nH]c4ccccc34)o2)C1 (stereo not given)	1.2	0.8	-0.4	8.3	-0.5	9.4	-0.1	-4.8	-2.9
36	COc1ccc(CNC(=O)Cn2ccc(N)nc2=O)cc1	-4.3	1.9	4.0	/	9.9	/	0.1	6.5	/
37	COc1ccc(NC(=O)CN(c2ccc(F)cc2)S(=O)(=O)c2ccccc2)c(OC)c1	0.4	1.2	-3.4	12.1	-2.2	-1.5	0.1	5.9	3.2
38	COc1cc(O)sc1C=Nc1ccc(Cl)cc1	2.9	2.1	-1.1	-2.2	34.0	3.4	-0.1	1.4	3.7
39	Cc1ccc(NC(=O)CSc2n[nH]c(C)c2[N+](=O)[O-])cc1	4.1	-0.1	3.8	-0.8	-9.8	-2.2	-0.3	3.8	-3.4
40	O=C(Nc1ccc(OC(F)(F)F)cc1)C1CCCN(S(=O)(=O)c2cccnc2)C1 (stereo not given)	-0.3	-4.3	-7.1	2.0	2.0	-0.6	-0.1	-4.5	-1.6
41	Cc1cc(C)c2sc(N(CCCN(C)C)C(=O)c3ccc(Br)s3)nc2c1	1.3	8.6	2.9	7.1	-38.2	3.5	-0.1	-2.6	-3.4
42	CCCc1nn(C)c(C(N)=O)c1[N+](=O)[O-]	3.3	-2.6	-25.9	-6.2	-0.1	1.9	0.3	-8.3	-2.4
43	O=C(Nc1cccc([N+](=O)[O-])c1)Nc1ccc(Cl)cn1	1.0	-1.2	13.9	10.2	-8.3	-0.1	0.0	-5.5	0.4
44	CCCC(=O)Nc1nc(C)c(-c2csc(Nc3cc(OC)ccc3OC)n2)s1	4.2	0.5	-0.7	-8.0	19.4	1.6	0.0	-14.9	2.4
45	Cc1cccc(NC(=O)c2ccc(OCC(=O)NCc3ccccc3)cc2)c1C	-3.7	-2.8	-30.1	6.4	2.9	-1.2	-0.3	4.9	0.4
46	CCCSc1ncc(Cl)c(C(=O)Nc2ccc(S(=O)(=O)N3CC(C)OC(C)C3)cc2)n1 (stereo not given)	6.1	1.2	1.1	8.1	9.4	-2.8	0.1	-20.3	-2.0
47	Cc1nnsc1C(=O)N1CCCC(N2CCN(c3cccc(C(F)(F)F)c3)CC2)C1 (stereo not given)	-0.3	3.8	?	-0.7	7.0	0.8	-0.1	55.0*	1.1
48	CC(C)C[C@H](NC(=O)N1CC(=O)Nc2ccccc21)C(=O)N[C@@H](Cc1c[nH]c2ccccc12)C(=O)O	-1.2	-3.0	3.5	0.7	17.5	21.7*	0.1	-7.4	-0.4
49	Cc1ccc(Cn2ccc(C3CC3)n2)cc1	-2.1	-2.4	-1.5	1.1	0.0	-1.9	0.2	-2.8	0.3
50	Cn1cc(C(=O)c2ccc(Cl)cc2Cl)cc1C(=O)N/N=C(\N)COc1cccc(C(F)(F)F)c1	7.4	11.0	-0.6	11.8	20.6	0.0	0.1	-3.2	-6.2

# (more compounds)
no.	Structure	PP5 inh	PP1 counter	JMJD2C inh	HCV core dimer	PREPL inhibitor	CTSL1 counter	Efflux pump inh	LYPLA2 inh	TPT1 inhibitor
51	CCCOc1ccccc1-c1nc(SCCC(=O)O)n[nH]1	-0.9	-1.3	13.3	-4.1	2.2	-4.6	0.1	-1.6	4.5
52	CCC1(CC)C(=O)C2=C3C1[C@H](C(=O)OC)CC(C(=O)OC)C[C@H]3[C@H]1C(=O)N(c3ccccc3)C(=O)[C@H]1[C@H]2C (stereo not given in full)	1.1	-0.6	-3.4	4.4	5.3	4.1	-0.1	1.9	1.6
53	COc1cc2cc(CN(CCCO)S(=O)(=O)c3ccccc3)c(=O)[nH]c2cc1OC	0.7	-1.1	-1.9	2.5	-5.4	-2.5	-0.1	-4.2	-4.5
54	CN(C)S(=O)(=O)N1CCN(Cc2ccccc2)CC1	2.6	-3.4	-1.8	-1.8	21.8	-3.6	-0.2	8.6	-4.1
55	O=C(CNC(=O)c1ccccc1F)NCCc1ccccc1F	1.4	2.1	1.4	/	-1.3	/	-0.1	-1.7	/
56	NC(=O)C1(N2CCCCC2)CCN(Cc2nc3ccccc3c(=O)[nH]2)CC1	-0.7	-3.0	-4.1	0.0	-6.9	2.1	0.1	2.3	0.3
57	CCc1ccc(NC(=O)Cn2nc(C)c([N+](=O)[O-])c2C)cc1	-2.0	-0.5	-0.3	-0.2	14.2	4.0	-0.2	14.9	-2.6
58	COc1ccccc1-c1cc(C(=O)N/N=C/c2ccoc2)c2ccccc2n1	7.2	3.4	13.2	0.0	7.5	1.0	0.3	-1.7	-1.8
59	C=C1CCN(C(C)C(=O)OC)S(=O)(=O)c2ccccc21 (stereo not given)	0.3	1.6	-0.1	-14.4	18.9	-2.1	0.0	-3.7	-1.6
60	CCCCc1ccc(-c2ccc(Br)cc2O)nc1	0.5	-6.7	16.7	4.6	18.5	1.1	0.1	-2.0	2.1
61	CSc1nccc(Oc2ccccc2Cl)n1	-0.6	6.7	11.4	-7.0	14.3	9.0	-0.1	-1.5	-4.6
62	COc1ccc(NC(=O)CO/N=C2\CCCc3nonc32)cc1	1.0	-1.8	7.4	-6.5	12.9	-6.3	-0.1	-1.5	-4.2
63	C=CCOC(=O)C1=C[C@H](C2CCCCC2)C[C@H](OCc2ccc(CO)cc2)O1	-0.9	2.6	4.3	9.9	-3.4	4.0	/	-2.4	-1.6
64	CCOc1ccc(N(CC(=O)NCC2CCCO2)C(=O)CCC(=O)Nc2nccs2)cc1 (stereo not given)	-0.8	-6.6	10.6	-8.1	-6.4	0.0	-0.1	-1.5	-2.3

# Compound activity (PubChem BioAssay)
